Shiga toxin inh: Shiga toxin inhibition. inhibition, % at 38.7 µM. Vero cells, Shiga toxin protein synthesis inhibition reporter. actives 9.2% (n = 290,000). AID 2315; in the data active = inhibition mostly above about 28%, no sharp cut-off; inactive = mostly below about 43%; note: 0% is about no effect
AMA1 RON2 block: inhibitors of Plasmodium falciparum AMA1-RON2 interaction; AlphaScreen AMA1-biotinylated RON2 peptide binding; Potency, µM (doses to about 58.2 µM), inactives show top-dose activity change, negative = inhibition, hits mostly inhibitors; actives 0.2% (n = 360,000);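 note: potency is the fitted concentration of half-maximal effect; 0% = vehicle wells and -100% = peptide control; nearly all actives have a fitted effect of over 45% in size; some results filed as inactive show a strong effect at the top dose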
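AMA1 (3D7) with his tag at 25 nM final met compounds first, then biotinylated RON2 peptide at 25 nM; detection used donor plus acceptor beads, 10 µg/mL apiece, read by AlphaScreen after 30 min at room temperature.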
Pf growth 48h: inhibits P. falciparum growth in the first generation, 48 h; Potency, µM (doses to about 28.7 µM), for the others: at the top dose activity change, negative = inhibition, hits mostly inhibitors; AID 504832; P. falciparum luciferase growth in erythrocytes, 48 h; actives 5.9% (n = 310,000); note: potency is the fitted concentration of half-maximal effect; % is set by controls: 0 for no effect and ±100 for the full control effect
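Luciferase-expressing parasites in RBCs, 2% Hct / 0.1% parasitemia final; RPMI 1640 + 0.5% Albumax; 37 C, 5% CO2, one generation; luminescence read-out, lower signal = inhibition.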
TbPYK inhibitor: inhibitors of Trypanosoma brucei pyruvate kinase | AID 624173 | Potency, µM (titrated, usually from 76.8 µM), inactives show at the top dose activity, negative = inhibition, most hits filed as inhibitors | TbPYK enzyme, Kinase-Glo Plus ATP luminescence, 45 min | actives 0.12% (n = 410,000) | Q57TT1; note: potency is the fitted concentration of half-maximal effect; % is set by controls: 0 for no effect and ±100 for the full control effect; nearly all actives have a fitted effect of over 50% in size
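TbPYK + substrate in 50 mM TEA pH 7.2, 100 mM KCl, 10 mM MgCl2, 0.05% BSA, 0.01% Tween-20; cpd pinned; ADP 130 uM final; 45 min RT; Kinase-Glo Plus 10 min; luminescence endpoint.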
Cycloheximide cs: counter-screen for Shiga toxin inhibitors: cycloheximide protein synthesis inhibition; actives 12% (n = 300,000); cell reporter, cycloheximide protein synthesis inhibition counterscreen; max response, %; AID 2314; in the data active = max response mostly above about 13%, no sharp cut-off; inactive = mostly below about 14%; note: read at 38.3 µM for the half of the compounds with a filed dose; 0% is about no effect
Pf growth 96h: P. falciparum growth inhibition at 96 hours. P. falciparum luciferase reporter growth, 96 h. Potency, µM (titrated, usually from 28.7 µM), for the others: at the top dose activity change, negative = inhibition, usual class: inhibitors. actives 6.9% (n = 320,000). AID 504834; note: potency is the fitted concentration of half-maximal effect; % is set by controls: 0 for no effect and ±100 for the full control effect
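P. falciparum expressing integrated firefly luciferase, in erythrocytes at 2% hematocrit, 0.05% parasitemia, incubated with compounds 96 h at 37 C, 5% CO2. Growth inhibition read as loss of luminescence; two-generation exposure targets delayed-death apicoplast inhibitors.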
LmPK inh: inhibitors of Leishmania mexicana pyruvate kinase; Q27686; Potency, µM (doses to about 57.5 µM), for the others: at the top dose activity change, negative = inhibition, hits mostly inhibitors; actives 0.37% (n = 290,000); purified LmPK, Kinase-Glo ATP luminescence, 1 h; note: potency is the fitted concentration of half-maximal effect; % is set by controls: 0 for no effect and ±100 for the full control effect
Target sequence (Q27686 whole entry, looked up): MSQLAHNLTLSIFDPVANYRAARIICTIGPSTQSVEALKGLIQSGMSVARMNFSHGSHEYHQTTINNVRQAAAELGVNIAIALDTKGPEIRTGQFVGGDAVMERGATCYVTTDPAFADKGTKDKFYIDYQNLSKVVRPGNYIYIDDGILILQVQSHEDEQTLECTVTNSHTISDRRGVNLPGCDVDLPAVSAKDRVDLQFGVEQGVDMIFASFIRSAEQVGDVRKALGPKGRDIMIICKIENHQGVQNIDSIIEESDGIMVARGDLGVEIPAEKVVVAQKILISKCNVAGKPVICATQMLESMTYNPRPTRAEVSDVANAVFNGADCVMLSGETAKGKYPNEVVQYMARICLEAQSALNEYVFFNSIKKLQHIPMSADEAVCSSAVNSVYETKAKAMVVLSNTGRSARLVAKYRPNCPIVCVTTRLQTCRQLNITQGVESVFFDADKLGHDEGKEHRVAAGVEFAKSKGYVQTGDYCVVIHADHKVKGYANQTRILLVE
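Kinase-Glo luminescence read after 1 h RT reaction of 0.1 nM LmPK with 0.5 mM PEP and 0.1 mM ADP. Activity scaled between uninhibited and enzyme-free controls.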
* hit, by the source's call; [ ] = dose if it differs, or a comment. Unless noted, calls come from the whole dose curve; as a rule, active = well fitted curve in the direction sought with a large enough effect; inconclusive = small, poorly fitted or top-dose-only effect, or another doubt; inactive = no such curve, though single readings can be large; an effect the other way counts as inactive or inconclusive. This is a random part of the collection; any-hit rate near 21%.

Results for CS(=O)(=O)N(Cc1ccccc1)c1ccc(C(=O)NCCSCc2ccco2)cc1 ?
Shiga toxin inh: 13; AMA1 RON2 block: -15%; Pf growth 48h: inconclusive; TbPYK inhibitor: 2%; Cycloheximide cs: -1; Pf growth 96h: 13%; LmPK inh: 4%

What do the screens show for `CCOc1ccc(OCC)c(NC(=O)CCCN2C(=O)c3cccnc3C2=O)c1`?
Shiga toxin inh: -2; AMA1 RON2 block: -1%; Pf growth 48h: -1%; TbPYK inhibitor: 1%; Cycloheximide cs: -3; Pf growth 96h: 2%; LmPK inh: 2%

What do the screens show for `Cc1ccccc1NC(=O)Cn1c(CCC(=O)O)ccc1-c1cccs1`?
Shiga toxin inh: 30; AMA1 RON2 block: 0%; Pf growth 48h: 3%; TbPYK inhibitor: -1%; Cycloheximide cs: 1; Pf growth 96h: 50%[activator]; LmPK inh: 4%

How did Cc1cc(C)n(-c2ccc3nnc(C)n3n2)n1 do in these assays?
Shiga toxin inh: -13; AMA1 RON2 block: -12%; Pf growth 48h: 19%; TbPYK inhibitor: -2%; Cycloheximide cs: -2; Pf growth 96h: 29%; LmPK inh: -4%

How did O=S(=O)(NCc1cccs1)c1ccccc1Cl do in these assays?
AMA1 RON2 block: -2%; Pf growth 48h: -2%; TbPYK inhibitor: 0%; Pf growth 96h: 11%

Results for Cc1cccc(N(CC(=O)NC(C)C)C(=O)CCC(=O)Nc2nccs2)c1 ?
Shiga toxin inh: -3; AMA1 RON2 block: 2%; Pf growth 48h: 9.3µM*; TbPYK inhibitor: 2%; Cycloheximide cs: -1; Pf growth 96h: inconclusive; LmPK inh: -5%

Results for O=C(Nc1ccccc1)N1CCCC(c2nc(-c3cccs3)no2)C1 (centres undefined) ?
Shiga toxin inh: 80*; AMA1 RON2 block: -5%; Pf growth 48h: 21%; TbPYK inhibitor: -14%; Cycloheximide cs: 19*; LmPK inh: -1%

How did Cc1cc(=O)oc2c3c(cc(OCC(=O)NCCC(=O)N[C@@H](C)C(=O)O)c12)OC(C)(C)CC3 do in these assays?
Shiga toxin inh: -4; AMA1 RON2 block: 2%; Pf growth 48h: 3%; TbPYK inhibitor: -4%; Cycloheximide cs: -1; Pf growth 96h: inconclusive; LmPK inh: 7%

Results for Cc1ccc(O)c(N=Nc2nccs2)c1 ?
AMA1 RON2 block: -15%; Pf growth 48h: inconclusive; TbPYK inhibitor: -21%; Pf growth 96h: -67%

How did O=C(Nc1ccc2c(c1)OCO2)c1noc2c1CCCCC2 do in these assays?
Shiga toxin inh: 101*; AMA1 RON2 block: -9%; Pf growth 48h: -1%; TbPYK inhibitor: 3%; Cycloheximide cs: 38*; Pf growth 96h: 33%[activator]; LmPK inh: -19%

Results for CC1CC(C)CN(S(=O)(=O)c2ccc(NC(=O)[C@@H]3CCCN3C(=O)c3cccs3)cc2)C1 (some centres undefined) ?
AMA1 RON2 block: -5%; Pf growth 48h: 12µM*; TbPYK inhibitor: -5%; Pf growth 96h: inconclusive

Results for COc1ccc(C(=O)NC2CC2)cc1OC1CCN(Cc2ccc(F)cc2F)CC1 ?
Shiga toxin inh: -12; AMA1 RON2 block: 0%; Pf growth 48h: inconclusive; TbPYK inhibitor: 1%; Cycloheximide cs: -2; Pf growth 96h: inconclusive; LmPK inh: 3%

Results for CCOC(=O)C(C)n1cnc2sc3c(c2c1=O)CCC3 (centres undefined) ?
Shiga toxin inh: -11; AMA1 RON2 block: -11%; Pf growth 48h: -20%; TbPYK inhibitor: 0%; Cycloheximide cs: -7; Pf growth 96h: inconclusive; LmPK inh: 1%

What do the screens show for `Cc1ccc(C(=O)N/N=C/c2ccc(S(=O)(=O)O)o2)c(Cl)c1`?
Shiga toxin inh: 17; AMA1 RON2 block: 2%; Pf growth 48h: 0%; TbPYK inhibitor: -2%; Cycloheximide cs: 18; Pf growth 96h: 4%; LmPK inh: 3%

What do the screens show for `Cc1cc(C)n(CC(=O)NC2CCCN(Cc3ccc(Cl)cc3)C2)n1` (centres undefined)?
Shiga toxin inh: -5; AMA1 RON2 block: 8%; Pf growth 48h: 4%; TbPYK inhibitor: -10%; Cycloheximide cs: 0; Pf growth 96h: -27%; LmPK inh: -8%

How did CC(C)CC(=O)NCCc1ccncc1 do in these assays?
Shiga toxin inh: 5; AMA1 RON2 block: 0%; TbPYK inhibitor: 0%; Cycloheximide cs: -3; Pf growth 96h: 35%[activator]; LmPK inh: -1%

Results for Cc1ccc(Nc2nnc(SCC(=O)NC3CCCc4ccccc43)s2)cc1 (centres undefined) ?
Shiga toxin inh: 4; AMA1 RON2 block: 9%; Pf growth 48h: -21%; TbPYK inhibitor: -3%; Cycloheximide cs: 0; Pf growth 96h: 0%; LmPK inh: 7%

What do the screens show for `CC(C)(CO)NS(=O)(=O)c1ccc2c(c1)Cc1cc(S(=O)(=O)NC(C)(C)CO)ccc1-2`?
AMA1 RON2 block: 13%; Pf growth 48h: inconclusive; TbPYK inhibitor: -2%; Cycloheximide cs: -2; Pf growth 96h: 169%[activator]; LmPK inh: -1%

Results for Cc1ccc(NC(=O)c2ccc(OC(=O)c3cc4ccccc4o3)cc2)cc1 ?
Shiga toxin inh: 81*; AMA1 RON2 block: 0%; Pf growth 48h: 204%[activator]; TbPYK inhibitor: 0%; Cycloheximide cs: 40*; LmPK inh: 2%

How did COc1ccc(/C=N/NC(=O)c2cccc(OC(F)(F)C(F)F)c2)c(OC)c1OC do in these assays?
Shiga toxin inh: 1; AMA1 RON2 block: 17%; Pf growth 48h: 8%; TbPYK inhibitor: 0%; Cycloheximide cs: -3; Pf growth 96h: 11%; LmPK inh: 2%

Results for O=C(c1cccc(N2CCCC2=O)c1)N1CCOCC1 ?
Shiga toxin inh: 20; AMA1 RON2 block: -8%; Pf growth 48h: 15%; TbPYK inhibitor: -4%; Cycloheximide cs: -1; Pf growth 96h: 6.6µM*; LmPK inh: 0%

How did O=C(C1=C[C@@H](c2csc3ccccc23)C[C@@H](OCc2ccc(CO)cc2)O1)N1CCOCC1 do in these assays?
Shiga toxin inh: -7; AMA1 RON2 block: 0%; Pf growth 48h: inconclusive; TbPYK inhibitor: 0%; Cycloheximide cs: 11*; Pf growth 96h: inconclusive; LmPK inh: 6%

Results for COc1cc(NCc2ccccc2O)c2ncccc2c1 ?
Shiga toxin inh: 28; AMA1 RON2 block: 22%; Pf growth 48h: inconclusive; TbPYK inhibitor: 4%; Cycloheximide cs: 20*; Pf growth 96h: inconclusive; LmPK inh: 0%

Results for COc1ccc(-n2cc(CNC3CCC(O)CC3)c(-c3cccc(F)c3)n2)cc1 (centres undefined) ?
Shiga toxin inh: 13; AMA1 RON2 block: -5%; Pf growth 48h: inconclusive; TbPYK inhibitor: 3%; Cycloheximide cs: 2; Pf growth 96h: inconclusive; LmPK inh: 7%

What do the screens show for `COc1ccc(CNS(=O)(=O)c2ccc(C)cc2)cc1`?
Shiga toxin inh: -3; AMA1 RON2 block: 10%; TbPYK inhibitor: -3%; Cycloheximide cs: -6

What do the screens show for `Cc1ccc(S(=O)(=O)Nc2cc(=O)[nH]c(SCC(=O)Nc3ccccc3Cl)n2)cc1`?
Shiga toxin inh: -6; AMA1 RON2 block: -9%; Pf growth 48h: -7%; TbPYK inhibitor: 3%; Cycloheximide cs: -6; Pf growth 96h: 23%[5.75 µM]; LmPK inh: 3%

What do the screens show for `CC1=C(C(=O)Nc2ccccc2C(F)(F)F)C(c2sccc2C)NC(=S)N1` (centres undefined)?
Shiga toxin inh: -13; AMA1 RON2 block: 12%; Pf growth 48h: -6%; TbPYK inhibitor: 0%; Cycloheximide cs: 0; Pf growth 96h: 7%; LmPK inh: 5%

Results for O=C(CSc1nc(Nc2ccccc2)nc(N2CCOCC2)n1)NC1CCCCC1 ?
Shiga toxin inh: -15; AMA1 RON2 block: -8%; Pf growth 48h: 2%; TbPYK inhibitor: 3%; Cycloheximide cs: -4; Pf growth 96h: 17%; LmPK inh: -2%

What do the screens show for `C=C(C)CN(CC)C(=O)CCc1nnc(CCCc2ccccc2)o1`?
Shiga toxin inh: 61*; AMA1 RON2 block: -2%; Pf growth 48h: 43%[activator]; TbPYK inhibitor: 5%; Cycloheximide cs: 39*; Pf growth 96h: 9%; LmPK inh: -7%

Results for O=C(NCc1ccc2c(c1)OCO2)C(C(=O)c1ccccc1)n1cc(Cl)ccc1=O (centres undefined) ?
Shiga toxin inh: -9; AMA1 RON2 block: 3%; Pf growth 48h: -6%; TbPYK inhibitor: -3%; Cycloheximide cs: -5; Pf growth 96h: 47%[activator]; LmPK inh: 5%

Next section (2 carried over from the part before).
What do the screens show for `C=C(C)CN(CC)C(=O)CCc1nnc(CCCc2ccccc2)o1`?
Shiga toxin inh: 61*; AMA1 RON2 block: -2%; Pf growth 48h: 43%[activator]; TbPYK inhibitor: 5%; Cycloheximide cs: 39*; Pf growth 96h: 9%; LmPK inh: -7%

Results for O=C(NCc1ccc2c(c1)OCO2)C(C(=O)c1ccccc1)n1cc(Cl)ccc1=O (centres undefined) ?
Shiga toxin inh: -9; AMA1 RON2 block: 3%; Pf growth 48h: -6%; TbPYK inhibitor: -3%; Cycloheximide cs: -5; Pf growth 96h: 47%[activator]; LmPK inh: 5%

Results for O=c1[nH]c2cc3c(cc2cc1C(c1nnnn1C1CCCCC1)N1CCSCC1)OCCO3 (centres undefined) ?
Shiga toxin inh: 15; AMA1 RON2 block: 4%; Pf growth 48h: 13µM*; TbPYK inhibitor: -10%; Cycloheximide cs: 0; Pf growth 96h: 5%; LmPK inh: 2%

Results for CCC(C)NC(=O)C1(C)CCC(=O)N1Cc1ccccc1OC (centres undefined) ?
Shiga toxin inh: -2; AMA1 RON2 block: -5%; Pf growth 48h: -15%; TbPYK inhibitor: 2%; Cycloheximide cs: 1; Pf growth 96h: inconclusive; LmPK inh: -3%

How did CC(C)(C)OC(=O)NCCNC(=O)c1cccs1 do in these assays?
Shiga toxin inh: 14; AMA1 RON2 block: -5%; Pf growth 48h: 28%; TbPYK inhibitor: -18%; Cycloheximide cs: -2; Pf growth 96h: 54%[activator]; LmPK inh: 0%

What do the screens show for `O=C(CN(CC1CCCO1)C(=O)CNS(=O)(=O)c1ccc(F)cc1)NC1CCCC1` (centres undefined)?
Shiga toxin inh: -7; AMA1 RON2 block: 2%; Pf growth 48h: 32%[activator]; TbPYK inhibitor: 4%; Cycloheximide cs: -4; Pf growth 96h: inconclusive; LmPK inh: 0%

How did O=C1Nc2ccc(Cl)cc2C12Nc1ccccc1-c1nnc(SCc3ccccc3F)nc1O2 (centres undefined) do in these assays?
Shiga toxin inh: -48; AMA1 RON2 block: -7%; Pf growth 48h: 12%; TbPYK inhibitor: -8%; Cycloheximide cs: 28*; Pf growth 96h: -14%; LmPK inh: -7%

What do the screens show for `COc1ccc(OC)c(NC(=O)CSc2nncc(=O)n2N)c1`?
Shiga toxin inh: -7; AMA1 RON2 block: 48%[activator]; Pf growth 48h: -4%; TbPYK inhibitor: -4%; Cycloheximide cs: 0; Pf growth 96h: 34%[activator]; LmPK inh: -3%

Compound activity (PubChem)
